Screening data (PubChem BioAssay)
UBC13 polyUb: inhibitors of human UBC13 polyubiquitin chain formation | P61088 | TR-FRET | inhibition, % at 20 µM | hit rate 0.47% among 330,000 | AID 485273; in the data active = inhibition above about 45%, passing the limit was not always enough
APOBEC3G inh: inhibitors of human APOBEC3G DNA deaminase; Q9HC16; recombinant A3G, ssDNA deamination FAM/TAMRA fluorescence; inhibition, % at 20 µM; hit rate 0.28% among 330,000; AID 493012;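 active = inhibition of at least 40% at 20 µM, with no more than 30% in the related APOBEC3A deaminase screen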;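 also: plate controls were DMSO wells with A3G for no effect and wells lacking A3G enzyme for full effect; some compounds called inactive have numbers as strong as hits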
Apaf1 inhib: human Apaf-1 inhibition. O14727. reconstituted apoptosome caspase-3 activity, DEVD-Rh110 fluorescence. inhibition, % at 20 µM. hit rate 0.71% among 330,000. AID 489030; active = inhibition of at least 40% at 20 µM;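 also: plate controls were DMSO wells for no effect and DEVD-CHO caspase inhibitor wells for full effect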
Target sequence (O14727 whole entry, looked up): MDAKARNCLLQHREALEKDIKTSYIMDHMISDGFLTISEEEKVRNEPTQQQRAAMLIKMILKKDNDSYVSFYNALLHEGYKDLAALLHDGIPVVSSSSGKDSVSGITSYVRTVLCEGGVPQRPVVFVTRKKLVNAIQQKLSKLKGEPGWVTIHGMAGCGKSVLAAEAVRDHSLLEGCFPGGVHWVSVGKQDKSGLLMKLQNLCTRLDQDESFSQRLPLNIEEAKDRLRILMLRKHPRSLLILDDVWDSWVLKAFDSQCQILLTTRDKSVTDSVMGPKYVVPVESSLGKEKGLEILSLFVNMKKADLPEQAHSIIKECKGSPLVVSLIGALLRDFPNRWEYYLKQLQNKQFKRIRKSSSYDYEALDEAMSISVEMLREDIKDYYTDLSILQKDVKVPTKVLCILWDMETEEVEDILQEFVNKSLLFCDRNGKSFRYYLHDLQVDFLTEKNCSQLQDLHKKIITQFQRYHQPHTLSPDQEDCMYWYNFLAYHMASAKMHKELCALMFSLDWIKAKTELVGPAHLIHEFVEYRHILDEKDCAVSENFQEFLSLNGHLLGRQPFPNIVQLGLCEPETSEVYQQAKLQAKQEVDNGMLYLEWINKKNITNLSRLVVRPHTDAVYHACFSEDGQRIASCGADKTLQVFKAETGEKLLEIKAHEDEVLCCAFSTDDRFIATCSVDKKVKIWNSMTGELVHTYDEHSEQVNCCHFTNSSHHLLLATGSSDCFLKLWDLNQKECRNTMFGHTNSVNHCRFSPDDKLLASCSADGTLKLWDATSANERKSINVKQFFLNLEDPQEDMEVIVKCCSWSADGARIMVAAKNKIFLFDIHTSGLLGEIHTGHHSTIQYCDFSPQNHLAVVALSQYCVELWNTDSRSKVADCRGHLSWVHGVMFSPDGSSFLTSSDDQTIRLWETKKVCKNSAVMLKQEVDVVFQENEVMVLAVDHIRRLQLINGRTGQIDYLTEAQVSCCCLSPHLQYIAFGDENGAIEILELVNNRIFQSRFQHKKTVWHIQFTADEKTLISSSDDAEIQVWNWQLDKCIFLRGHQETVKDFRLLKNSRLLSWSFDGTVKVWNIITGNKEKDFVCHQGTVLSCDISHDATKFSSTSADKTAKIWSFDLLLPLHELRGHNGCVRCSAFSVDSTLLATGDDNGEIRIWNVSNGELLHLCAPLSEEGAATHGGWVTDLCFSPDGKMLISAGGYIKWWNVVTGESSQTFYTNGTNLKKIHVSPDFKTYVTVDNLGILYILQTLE
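Medium: Hepes buffer, pH 7.5 / System: biochemical Apaf-1 apoptosome reconstitution / Measured by: Rh110 fluorescence, excitation 480 nm, emission 540 nm / Times: compound with Apaf-1, dATP, procaspase-3 30 min, then 50 min reaction, room temperature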
SENP1 inh: blocks the human SENP1 SUMO protease catalytic domain; recombinant SENP1 catalytic domain, CyPet-SUMO1-YPet FRET cleavage; inhibition, % at 10 µM; hit rate 0.21% among 360,000;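 active = inhibition at least 30% at 10 µM, raw YFP signal under a set limit, fluorescence ratio 0.5 to 1.5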;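 also: 0% = enzyme with DMSO and 100% = no enzyme wells; some results filed as inactive read as strong as hits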
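Test system: human SENP1 catalytic domain; medium: Tris pH 8 buffer plus EDTA, NaCl, BME, BSA, NP40, catalase; incubation: 50 min reaction at room temperature; technique: FRET, CFP and YFP emission; controls: no-enzyme low control and enzyme-plus-DMSO high control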
SENP6 block: inhibitors of human SENP6 protease | Recombinant SENP6 catalytic domain, aminoluciferin luminescence | hit rate 1.8% among 330,000 | AID 2599 | inhibition, % at 10 µM;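 active = inhibition above about 50% at the single tested dose, limit read from the data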;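 also: plate controls were DMSO wells with enzyme for no effect and DMSO wells lacking enzyme for full effect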
SENP8 block-1: inhibitors of human SENP8 protease. purified SENP8, Z-RLRGG-aminoluciferin cleavage, luminescence. hit rate 1.2% among 330,000. inhibition, % at 10 µM. AID 2540; in the data active = inhibition above about 50%
SENP7 block: SENP7 protease inhibition | Q9BQF6 | recombinant SENP7, Z-RLRGG-aminoluciferin luminescence, 40 min | inhibition, % at 5 µM | hit rate 1.5% among 330,000 | AID 434973;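 active = inhibition above about 50% at the single test dose, limit read from the data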;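 also: plate controls were DMSO with enzyme for no effect and no enzyme buffer wells for full effect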
SENP8 block-2: inhibitors of human SENP8 protease | recombinant SENP8, Nedd8 substrate fluorescence | inhibition, % at 20 µM | hit rate 0.64% among 360,000 | AID 602440; in the data active = inhibition mostly above about 40%, no sharp cut-off; inactive = mostly below about 27%
The depositor's hits bear a star; i = inactive; / = not tested or not shown.

mol	SENP6 block	UBC13 polyUb	SENP1 inh	SENP7 block	SENP8 block-2	APOBEC3G inh	Apaf1 inhib	SENP8 block-1
COc1cccc(CN2C(=O)Nc3ccccc3C(=O)N2C(C)(C)C)c1	-18	-13	0	-3	18	-7	14	-9
COc1ccc(NC(=O)COC(=O)COc2ccc(Br)cc2)cc1	-13	2	6	11	6	-6	-6	1
O=C(NC1CCCCC1)C(c1ccc(O)cc1)N(CC1CCCO1)C(=O)C1COc2ccccc2O1 (configuration not stated)	-12	9	3	4	5	-9	5	2
CCOCc1nnc(NC(=O)COC)s1	4	3	0	3	11	-3	-5	4
CN(C(=O)c1ccc(S(=O)(=O)c2cccc(Cl)c2)c([N+](=O)[O-])c1)C1CCCCC1	-18	-8	1	-4	15	-10	21	-7
NC(=O)NC(c1ccccc1)c1ccccc1F (configuration not stated)	7	2	0	-1	10	-2	-15	1
CCN(Cc1ccncc1)C(=O)c1cc(COc2c(F)cccc2F)on1	9	-1	0	10	8	-8	-1	-14
CC(C)c1ccc(/C=N\NC(=O)c2ccc(Cn3cccn3)o2)cc1	1	0	-3	3	-8	-2	12	2
CC(C)n1nc(C(=O)NC2CCCCCC2)c2ccccc2c1=O	-11	-6	2	6	9	5	19	-7
CN(C)c1ccc(C2Nc3ccccc3C(=O)N2CCN2CCNC2=O)cc1 (configuration not stated)	15	8	1	11	-165	0	-23	3
CCN1CC2CCCC3(C1)C(=O)NC1(CCCCC1)N=C23 (configuration not stated)	6	-5	-11	-2	-9	-7	-12	-4
CC(C)(C)c1ccc(Oc2ccc(NC(=O)c3cccs3)cn2)cc1	-5	7	1	-1	27	-5	10	5
CN(C)S(=O)(=O)c1cc(NC(=O)COC(=O)C2COc3ccccc3O2)ccc1Cl (configuration not stated)	-13	-10	3	-10	7	-4	7	-12
COc1ccc(CCNC(=O)Cc2cc(OCc3ccccc3)c(OC)cc2[N+](=O)[O-])cc1OC	-3	0	4	-6	-1	3	14	-6
Cc1cc(C)cc(NC(=O)C2CC3CCC2C3)c1 (configuration not stated)	7	-4	1	3	18	-5	8	7

Another view of part of the listing above.
CCN(Cc1ccncc1)C(=O)c1cc(COc2c(F)cccc2F)on1
  SENP6 block: 9
  UBC13 polyUb: -1
  SENP1 inh: 0
  SENP7 block: 10
  SENP8 block-2: 8
  APOBEC3G inh: -8
  Apaf1 inhib: -1
  SENP8 block-1: -14

CC(C)c1ccc(/C=N\NC(=O)c2ccc(Cn3cccn3)o2)cc1
  SENP6 block: 1
  UBC13 polyUb: 0
  SENP1 inh: -3
  SENP7 block: 3
  SENP8 block-2: -8
  APOBEC3G inh: -2
  Apaf1 inhib: 12
  SENP8 block-1: 2

(continued)
mol	SENP6 block	UBC13 polyUb	SENP1 inh	SENP7 block	SENP8 block-2	APOBEC3G inh	Apaf1 inhib	SENP8 block-1
CN1CCCC(OC(=O)c2ccc(C#N)cc2)C1 (configuration not stated)	-4	3	2	-2	17	-7	-3	0
COc1ccc(S(=O)(=O)N2CCN(c3ncnc4c(-c5ccccc5)nsc34)CC2)cc1	-6	24	2	-10	-209	1	8	-3
CCc1ccc(/C=C2\SC(=S)N(CCCC(=O)Nc3nccs3)C2=O)cc1	-10	8	-3	1	30	0	-2	5
COc1cc(-n2c(=O)c3ccccc3n(CC(=O)OCc3ccccc3)c2=O)cc(OC)c1OC	6	-5	-1	-2	17	-7	1	-6
Cc1cc(C(=O)O)ccc1-c1ccc(/C=C2\NC(=O)N(Cc3ccc(F)cc3)C2=O)o1	27	-6	-35	-5	-414	26	10	-15
Cc1cccc(OCc2nc(C#N)c(N3CCCC3)o2)c1	-8	8	-1	0	-3	-6	11	4
Cc1ccc(NS(=O)(=O)c2cccs2)cc1S(=O)(=O)N1CCCCCC1	-4	-4	0	1	-4	-4	0	6
Cc1ccc2c(CC(=O)OCC(=O)N(CC(C)C)c3c(N)n(Cc4ccccc4)c(=O)[nH]c3=O)coc2c1	-6	-13	-7	9	-16	-1	7	22
COc1ccc(CC2(CO)CCN(S(=O)(=O)N(C)C)CC2)cc1	-10	7	0	-5	6	-6	-6	0
O=C(OCC(=O)N1CCCc2ccccc21)C1CCN(S(=O)(=O)c2cccs2)CC1	-8	8	-1	-4	24	-5	8	-4
CC1=C(C#N)C(c2ccc3ncccc3c2)C(C#N)=C(C)N1	-5	12	-6	-1	16	-1	-15	3
CC(=O)c1cc(C(=O)NC2CCCc3c2cnn3-c2cc(C)cc(C)c2)[nH]n1 (configuration not stated)	-5	-2	-1	10	1	-6	2	-6
COC(=O)C(CCSC)NC(=O)C(NC(=O)C1CCC(C)CC1)C(C)C (configuration not stated)	1	-3	0	-6	24	-3	-12	2
Cn1c(=O)c(=O)n(C)c2cc(S(=O)(=O)N3CCN(C4CCCCC4)CC3)ccc21	-7	-18	1	7	-31	-5	8	-12
Cc1cc(C(=O)N/N=C/c2cc(Br)ccc2OC(=O)c2ccc(Br)cc2)n[nH]1	-11	-15	/	-5	/	-2	-9	1

Next section
mol	SENP6 block	UBC13 polyUb	SENP1 inh	SENP7 block	SENP8 block-2	APOBEC3G inh	Apaf1 inhib	SENP8 block-1
CCn1c(SCC(=O)Nc2ccc3c(c2)OCCO3)nnc1-c1c[nH]c2ccccc12	2	14	4	3	8	-7	0	0
COC(=O)C1CCN(S(=O)(=O)c2ccc(Br)s2)CC1	0	3	-13	-3	-11	-9	-2	8
Cc1ccc(C(NC(=O)/C=C\c2ccc3c(c2)OCO3)C(=O)Nc2ccc3c(c2)OCO3)cc1 (configuration not stated)	7	3	1	-3	-128	0	6	-5
CCC(C)n1cnc2c(c1=O)c1nc3ccccc3nc1n2Cc1ccccc1OC (configuration not stated)	-2	8	-2	2	-499	-1	25	-5
O=C1CCC(C(=O)OCc2ccccc2)N1 (configuration not stated)	-11	0	-3	-4	11	1	-10	-4
CCOC(=O)c1cc(-c2ccccc2)sc1NC(=O)C(C)OC(=O)c1cccnc1OCC (configuration not stated)	1	2	2	-6	-81	-11	11	-10
C=Cn1cc[n+](CC(=O)c2ccc(Cl)cc2)c1	8	5	1	-5	17	-3	0	8
Brc1ccc(COc2cccc3cccnc23)cc1	40	8	-2	14	-95	-2	-3	43
COc1ccc(-c2nnn(-c3ccc(Cl)cc3Cl)c2N)cc1	-10	1	0	-2	-3	-4	-5	0
CC(C)N1CC(C(=O)Nc2ccc(Cl)c(Cl)c2)CC1=O (configuration not stated)	-14	3	1	-2	9	0	2	-4
COc1cccc(Cl)c1NC(=O)N1CCN(c2cc(C)nc3ccccc23)CC1	-20	6	1	-9	-16	-3	-2	-2
COc1ccc(C(=O)NCc2ccco2)cc1S(=O)(=O)NC1CC1	0	-4	1	-7	2	-10	4	-10
Cc1ccc(NC(=O)Cn2ccc(=O)[nH]c2=O)cc1	-20	2	1	-5	5	-7	1	3
O=C1Cc2ccccc2N1c1ccccc1	21	-12	0	-6	17	-11	11	4
Cc1cc(=O)n(CC(=O)Nc2cc(Cl)ccc2C)c(C(C)C)n1	-13	13	0	-1	23	-4	-6	6

(list continues)
mol	SENP6 block	UBC13 polyUb	SENP1 inh	SENP7 block	SENP8 block-2	APOBEC3G inh	Apaf1 inhib	SENP8 block-1
OC1O[C@H](c2ccc3c(c2)OCO3)[C@H]2CO[C@H](c3ccc4c(c3)OCO4)[C@@H]12 (some centres not stated)	-13	2	0	4	6	-11	-3	-15
COc1cc(CNn2nnnc2N)cc(Br)c1OCC(=O)NC(C)(C)C	11	4	1	-6	1	-5	-3	2
CC1CCc2nn(CC(=O)Nc3c(F)cc(F)cc3Br)cc2C1 (configuration not stated)	2	-6	-3	-2	13	6	3	-6
CC(=O)Nc1ccc(C(=O)CN2C(=O)CSC2=O)cc1	-2	6	-33	-2	-22	-4	-4	-5
CC(C)(C)NC(=O)NC(=O)COC(=O)Cc1ccc(Cl)cc1Cl	9	11	3	2	12	-2	15	0
COc1cc(C)ccc1Oc1nc(-c2ccccc2O)nc2ccccc12	-9	2	1	5	20	-5	-16	0
Cc1ccc(S(=O)(=O)NCCn2cnc([N+](=O)[O-])n2)cc1	-34	-4	-1	7	14	-1	6	-2
O/C(=C\c1nc2ccccc2[nH]1)c1cccs1	61*	-23	-15	20	-99	-7	21	33
COc1cc(NS(=O)(=O)c2ccc(NC(=O)COc3ccccc3Cl)cc2)nc(OC)n1	-9	-21	/	-4	/	-6	13	-13
Cc1ccc(NC(=O)CSC2=NN3CCCC(=O)N=C3S2)cc1Cl	-7	7	-1	4	0	-8	-4	8
Cc1cccc(C)c1NC(=O)c1cc(S(=O)(=O)N2CCc3ccccc32)cn1C	-14	-4	3	3	12	0	6	14
COc1cc(C(=O)O)cc(Br)c1OC1CCCC1	-6	2	3	3	2	-2	-28	-7
Clc1ccc(-c2nc(-c3cc4cc(Cl)ccc4o3)cs2)cc1	0	-2	-7	0	-102	-9	-11	2
O=C(C[C@@H]1C/C=C\CCC(=O)OC[C@@H]2CCCN2C1=O)NCCO	-11	-4	1	-6	16	-8	12	-15
O=C(Nc1ccccc1C(=O)N1CCN(c2cccc(Cl)c2)CC1)C1=CSCCO1	-12	-5	2	-17	-16	-7	13	-9

Further records.
mol	SENP6 block	UBC13 polyUb	SENP1 inh	SENP7 block	SENP8 block-2	APOBEC3G inh	Apaf1 inhib	SENP8 block-1
COCCN1C=C(C(=O)OC)C(c2ccccc2C(F)(F)F)C(C(=O)OC)=C1	-6	26	-21	-4	i	-4	-5	5
Cc1nc2ccccc2nc1N/N=C/c1ccc(O)cc1O	-10	-48	-39	8	-98	-5	-13	-8
Nc1ccc(S(=O)(=O)Nc2nc3ccccc3o2)cc1	-8	-5	2	-19	5	9	5	-19
CC(=O)Nc1ccc([N+](=O)[O-])cn1	13	-1	2	-2	34	-10	-4	-5
Oc1ccccc1/C=N/NC(=S)NC1CC2CCC1C2 (configuration not stated)	-3	15	-107	3	-90	-1	3	1
O=C(CCN1C(=O)C2C3C=CC(C3)C2C1=O)NCC1CCCO1 (configuration not stated)	-17	0	1	-2	8	-2	-5	0
CCOc1ccc(Br)cc1CNc1ccc2c(c1)OCCO2	15	0	-2	-3	4	-4	-8	9
COc1ccc(S(=O)(=O)CCc2nnc(NC(=O)c3ccc(F)cc3)s2)cc1	-24	4	2	-1	0	-1	-2	2
CC(=O)c1ccc(OCc2cc(C(=O)NCC3CCCCO3)no2)cc1 (configuration not stated)	9	-1	2	4	2	18	12	-7
CN(CC(=O)OCC(=O)NCC(F)(F)F)S(=O)(=O)c1ccc(Cl)cc1	-4	5	3	4	13	-5	-11	5
COc1ccccc1NS(=O)(=O)c1ccc(NC(=O)N2CCCCC2)cc1	-16	0	1	-3	12	0	-3	-2
COc1cc(NC(=O)Cc2ccccc2)ccc1NC(=O)c1ccccc1	-20	8	3	11	16	-12	-11	1
O=C(Nn1cnnc1)c1cc2c(s1)CCCCC2	-16	3	1	-3	14	2	-8	-2
CCOC(=O)N1CCC(=NNc2nc3ccccc3s2)CC1	20	8	-3	22	-10	-4	0	0
CC(C)C(=O)NC(NC(=S)Nc1ccc(S(N)(=O)=O)cc1)C(Cl)(Cl)Cl (configuration not stated)	-15	6	2	2	10	-9	-9	-5

Going on with the list.
mol	SENP6 block	UBC13 polyUb	SENP1 inh	SENP7 block	SENP8 block-2	APOBEC3G inh	Apaf1 inhib	SENP8 block-1
COC(=O)c1cn(NC(=O)c2cccc(N(C)C)c2)c(=O)c2ccccc12	-11	12	3	2	-33	-5	7	7
COc1ccc(CCNC(=O)COC(=O)C2CCCCC2)cc1	5	1	0	2	16	-7	-1	3
Nc1nonc1-c1nc2ccccc2n1CC(=O)N/N=C/c1ccc(-c2cccc(C(=O)O)c2)o1	7	-8	-31	4	-169	2	5	4
Cc1cccc(N2CCN(C(=O)c3cc4c(=O)[nH]c5ccccc5c4n3C)CC2)c1C	2	-2	-7	8	-13	-4	22	0
O=C(NC1CCCC1)C(c1ccccc1F)N(C(=O)c1ccco1)C1CCCC1 (configuration not stated)	-5	7	2	0	14	-2	-8	0
C=C1C(=O)C=C[C@]2(C)C[C@@H]3OC(=O)[C@](C)(O)[C@H]3C[C@@H]12	-3	-1	0	-13	8	-7	5	-8
CC(C(=O)O)n1cnc2sc3c(c2c1=O)CCCC3 (configuration not stated)	-2	6	1	4	-1	-3	4	4
